# N370S GC mod – qHTS Assay for Inhibitors and Activators of N370S glucocerebrosidase as a Potential Chaperone Treatment of Gaucher Disease; Lysosomal acid glucosylceramidase (Homo sapiens), P04062; N370S GC spleen homogenate, 4MU-glucoside fluorescence; Potency, µM (doses to about 59.4 µM), for inactives: top-dose activity change, negative = inhibition, hits mostly inhibitors; 330,000 compounds, 0.092% hits; AID 2101, 2009;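 also: 0% = full enzyme activity and -100% = no enzyme basal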
# FEN1 inh – qHTS Assay for the Inhibitors of Human Flap endonuclease 1 (FEN1). P39748. Recombinant FEN1 flap cleavage, fluorescence, 15 min. Potency, µM (series often up to 114 µM), for the others: top-dose activity change, negative = inhibition, usual class: inhibitors. 390,000 compounds, 0.35% hits. AID 588795, 2011; also: nearly all actives have a fitted effect of over 65% in size
# Target sequence (P39748 whole entry, looked up): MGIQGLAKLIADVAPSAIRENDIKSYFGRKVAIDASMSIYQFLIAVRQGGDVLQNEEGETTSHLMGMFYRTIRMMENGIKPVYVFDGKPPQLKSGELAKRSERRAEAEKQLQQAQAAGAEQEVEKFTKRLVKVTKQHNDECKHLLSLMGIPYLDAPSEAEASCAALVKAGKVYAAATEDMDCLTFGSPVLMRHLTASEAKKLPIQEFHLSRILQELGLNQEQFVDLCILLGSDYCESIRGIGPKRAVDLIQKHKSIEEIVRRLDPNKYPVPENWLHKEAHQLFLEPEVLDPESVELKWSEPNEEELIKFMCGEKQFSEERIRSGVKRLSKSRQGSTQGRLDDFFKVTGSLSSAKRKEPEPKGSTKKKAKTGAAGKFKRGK
#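 In this screen, 50 nM flap DNA substrate was added to 10 nM FEN1 pretreated with compound for 15 min at room temperature; cleavage was followed with reads at 0 and 15 min, and Hill fitting gave concentration–response parameters.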
# TDP1 block – qHTS Assay for Inhibitors of Tyrosyl-DNA Phosphodiesterase (TDP1); Tyrosyl-DNA phosphodiesterase 1 (Homo sapiens), Q9NUW8; recombinant TDP1, AlphaScreen DNA substrate cleavage; Potency, µM (top dose mostly 130 µM), for the others: at the top dose activity change, negative = inhibition, usual class: inhibitors; 350,000 compounds, 0.28% hits; AID 485290, 2010; also: nearly all actives have a fitted effect of over 40% in size
# Target sequence (Q9NUW8 whole entry, looked up): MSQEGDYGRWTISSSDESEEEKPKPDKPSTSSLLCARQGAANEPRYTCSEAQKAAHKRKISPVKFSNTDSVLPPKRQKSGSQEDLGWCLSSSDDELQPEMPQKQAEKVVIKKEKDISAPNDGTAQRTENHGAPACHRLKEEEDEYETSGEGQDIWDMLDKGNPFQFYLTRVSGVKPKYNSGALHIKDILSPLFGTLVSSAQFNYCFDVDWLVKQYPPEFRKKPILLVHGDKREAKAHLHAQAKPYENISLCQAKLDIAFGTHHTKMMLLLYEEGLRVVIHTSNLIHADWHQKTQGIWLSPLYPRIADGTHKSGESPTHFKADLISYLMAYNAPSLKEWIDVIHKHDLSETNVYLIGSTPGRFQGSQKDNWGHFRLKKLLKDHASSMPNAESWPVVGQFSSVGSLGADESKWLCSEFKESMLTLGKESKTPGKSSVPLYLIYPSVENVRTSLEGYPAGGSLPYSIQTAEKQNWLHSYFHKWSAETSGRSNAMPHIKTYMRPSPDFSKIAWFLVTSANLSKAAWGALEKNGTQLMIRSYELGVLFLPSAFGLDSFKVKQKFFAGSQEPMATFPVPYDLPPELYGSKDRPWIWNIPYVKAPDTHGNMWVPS
#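 Steps: enzyme plus compound, 15 min RT; add biotin/phosphotyrosine-FITC oligonucleotide (15 nM final), react 5 min; add donor/acceptor beads (10 ug/ml final), 10 min; read AlphaScreen. Tdp1 at 1 nM final.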
# Active calls of the source: *; ? = inconclusive; nt = not tested or not shown; & = joins results of further samples; [ ] = another dose, or the depositor's remark. Calls follow the shape of the dose curve; as a rule, active = well fitted curve in the direction sought with a large enough effect; inconclusive = small, poorly fitted or top-dose-only effect, or another doubt; inactive = no such curve, though single readings can be large; an effect the other way counts as inactive or inconclusive. Unless noted, % is scaled to controls: 0 for no effect and ±100 for the full control effect; potency is read from the fitted curve at half-maximal effect.
Structure	N370S GC mod	FEN1 inh	TDP1 block
CC(NC(=O)c1cc(Br)ccc1Br)c1ccccc1 (configuration not stated)	8%	nt	3%
Cc1ccc(C(=O)NC(=S)Nc2ccc3[nH]c(=O)[nH]c3c2)cc1C	1%	-2%	0%
CCc1noc(C)c1C(=O)Nc1nc2c(C)cccc2s1	-11%	-3%	-14%
Cc1cc(C)cc(Nc2nc3ccccc3nc2-n2nc(C)cc2C)c1	nt	-21%	-2%[12.3 µM]
Cc1c(C(=O)Nc2ccccc2F)cnn1-c1ccccc1	1%	-9%	4%
CN(C)C(CNC(=O)CCNC(=O)c1ccc(Br)cc1)c1ccco1 (configuration not stated)	-4%	9%	0%
CCOc1ccc(CN2C(=O)c3ccccc3C2=O)cc1C(=O)O	2%	-6%	nt
c1ccc(-c2ccccc2OCCCN2CCCC2)cc1	15%	3%	6%
CN(C)/C=N/c1nc2nccc(-c3ccc(F)cc3)n2n1	18%	2%	3%
COC(=O)c1cc(C#N)c(OC)nc1C	-5%	9%	2%
CC(=O)N=C(N)Sc1nc2ccccc2[nH]1	11%	-2%	-2%
O=C(Cc1ccc(NC2=NC3CS(=O)(=O)CC3S2)cc1)N1CCN(c2ccc(F)cc2)CC1 (configuration not stated)	-6%	-6%	nt
CC(C)(C)N(CC(=O)NC1CCCCC1)C(=O)CS(=O)CC(=O)Nc1ccc(F)cc1 (configuration not stated)	3%	4%	9%
O=C(Nc1ccccc1)N(Cc1cccc(Cl)c1)c1ccccn1	nt	0%	-1%
CCc1ccc(-c2cc(C)no2)cc1S(=O)(=O)N1CCOc2ccc(C)cc21	0%	-30%	-3%

# The closing 4 compounds of the part before lead into the next:
Structure	N370S GC mod	FEN1 inh	TDP1 block
O=C(Cc1ccc(NC2=NC3CS(=O)(=O)CC3S2)cc1)N1CCN(c2ccc(F)cc2)CC1 (configuration not stated)	-6%	-6%	nt
CC(C)(C)N(CC(=O)NC1CCCCC1)C(=O)CS(=O)CC(=O)Nc1ccc(F)cc1 (configuration not stated)	3%	4%	9%
O=C(Nc1ccccc1)N(Cc1cccc(Cl)c1)c1ccccn1	nt	0%	-1%
CCc1ccc(-c2cc(C)no2)cc1S(=O)(=O)N1CCOc2ccc(C)cc21	0%	-30%	-3%
COc1ccc(Cl)cc1NC(=O)CN(C)CC(=O)Nc1ccc(C)cc1Br	3%	-10%	0%
COc1ccc(-c2nn(-c3ccccc3)cc2CNCc2cccnc2)c(F)c1	-10%	-5%	0%
CN1C2CCC1CC(OC(c1ccccc1)c1ccccc1)C2 (configuration not stated)	-9%&-6%&-9%	14%	-6%[56.1 µM]
O=C(OCc1ccccc1)c1cc(S(=O)(=O)N2CCCCC2)ccc1N1CCOCC1	6%	-10%	-1%
CCOC(=O)CSc1nc2ccsc2c(=O)n1C1CCN(C(=O)OCC)CC1	14%	1%	1%
CCCN1CCc2nc(N3CCN(c4ncccn4)CC3)ncc2C1	nt	-5%	-1%
Cc1cc(C)n(-c2ncc3c(n2)N(CCO)CCOC3=O)n1	-1%	-5%	-3%
Nc1c2c(nc3ccn(-c4ccccc4)c(=O)c13)CCCCC2	-21%	-1%	-3%
COC(=O)c1[nH]c2cccc(Cl)c2c1NC(=O)CN1CCN(CCO)CC1	-19%	8%	-10%
COc1ccc(NC(=O)CSc2nnc(C)c3ccccc23)cc1	-10%	1%	5%
COc1ccccc1Nc1nccc(N(C)C)c1C#N	0%	2%	0%
CN(C)c1ccc(-c2nnc(SCC3CCCO3)n2C)cc1 (configuration not stated)	13%	-2%	5%
COc1cc(/C=C(\C#N)c2ccccn2)ccc1OCc1ccc(Cl)cc1	13%	0%	-8%
CC(=O)NC1=NN(C(C)=O)C(C)(c2ccc(Br)cc2)S1 (configuration not stated)	-8%	1%	-1%
CCOc1ccc(NC(=O)Cc2ccc(-n3c(C)nc4cccnc43)cc2)cc1	nt	-1%	3%

# Additional results.
Structure	N370S GC mod	FEN1 inh	TDP1 block
COc1ccc(-c2nc(N/N=C(\C)c3ccc(O)cc3)c3ccccc3n2)cc1	-22%	-22%	3%
CCOC(=O)CNC(=S)n1ncnc1N	1%	3%	-4%
COc1cc(CCC(=O)Nc2ncc(C)s2)cc(OC)c1OC	-6%	5%	-9%
CC(=O)N1CCN=C1SCc1c(F)cccc1Cl	3%	14%	3%
CC(=O)Nc1ccccc1-c1nc2ccccc2n(CC(=O)c2ccc(Br)cc2)c1=O	nt	-15%	6%
COc1ccc(-c2cnn3c(C)cc(C)nc23)cc1OC	nt	-2%	2%
CCCN(CCC)C(=O)c1ccc2nc(-c3ccc(OC)c(OC)c3)c(-c3ccc(OC)c(OC)c3)nc2c1	-21%	4%	nt
C=CCNC(=O)c1c(C(F)(F)F)nn(C)c1Cl	3%	-1%	-3%
CC(=O)N/C(=C\c1ccccc1)C(=O)OCC(=O)N(CC(C)C)c1c(N)n(Cc2ccccc2)c(=O)[nH]c1=O	-5%	1%	3%
COC(=O)C1CCCN1C(=O)C12CC3CC(CC(C3)C1)C2 (configuration not stated)	-11%	-1%	6%
O=C(Cc1ccc(Cl)cc1)NNC(=S)NC(=O)c1cccs1	-17%	-11%	nt
Cc1ccc(NC(=O)CNC(=O)c2ccc(Br)o2)nc1	-1%	4%	9%[0.505 µM]
CC[C@]12c3[nH]c4cc(CCC(=O)N(C)C)ccc4c3CCN1C(=O)[C@@H](CC(=O)NCCc1ccccn1)C[C@@H]2C(=O)N1CCN(C(=O)c2ccco2)CC1	nt	-2%	1%[56.1 µM]
COc1cc(CC(=O)OCC(=O)NC2CCCCCC2)cc(OC)c1OC	nt	6%	0%
CC#CCC1(C(=O)OC)C(=O)NC[C@H]1c1ccccc1 (some centres not stated)	-18%&7%&-7%	nt	4%&3%&4%

# The list continues:
Structure	N370S GC mod	FEN1 inh	TDP1 block
Cc1cccc(C(=O)NCC(c2cccs2)S(=O)(=O)c2cccs2)c1 (configuration not stated)	nt	-7%	5%
CC(C)CCNCC(=O)NC(c1ccccc1)c1ccccc1	-2%	8%	-4%
CC(=O)Nc1ccc(S(=O)(=O)N(C)CC(=O)OCC(=O)N2CC(C)OC(C)C2)cc1 (configuration not stated)	?	13%	nt
COC(=O)c1cc2oc3ccccc3c2n1CC(=O)Nc1ccc(OC)c(OC)c1	nt	15%	6%
O=C(CSc1nnc(CNC(=O)c2ccco2)o1)Nc1ccc(OC(F)(F)F)cc1	3%	6%	1%
O=C(CCc1ccccc1)NCc1ccccn1	7%	6%	4%
O=C(Nc1cc(S(=O)(=O)N2CCCC2)ccc1Cl)c1ccncc1	nt	17%	-1%
O=C(OCc1ccccc1)C1=[N+]([O-])OC(C(=O)OCc2ccccc2)C1c1c[nH]c2ccccc12 (configuration not stated)	13%	-12%	9%
CCc1cc(=O)oc2c(C)c(OCC(=O)N3CCCc4ccccc43)ccc12	16%	-9%	8%
O=C(CSc1ccc2c(c1)OCCO2)NCCN1C(=O)CSC1=O	11%	10%	-2%
Cc1c(NC(=O)C(C)OC(=O)[C@@H](NC(=O)c2ccccc2)C(C)C)c(=O)n(-c2ccccc2)n1C (some centres not stated)	0%[12.8 µM]	9%	-2%
CC(C)c1nnc(SCC(=O)N2CCc3ccccc32)n1C	1%	-3%	5%
COc1ccc(OCc2nnc(SCC(=O)O)n2N)cc1	-17%	-4%	2%
CCOC(=O)c1c(NC(C)=O)sc2c(OCC(O)CNC(C)(C)C)c(Br)ccc12 (configuration not stated)	-8%	22µM*	-3%
CCN(CC)CCCNC(=O)C1CCN(c2ncnc3c2sc2cccc(F)c23)CC1	-7%	?	-1%

# Remaining list, next part.
Structure	N370S GC mod	FEN1 inh	TDP1 block
COc1ccc(CNC(=O)c2ccc(N3CCCC3)c(NC(=O)NCc3ccc(C)cc3)c2)cc1	nt	-3%	-1%
COc1ccc(C2C([N+](=O)[O-])=C(C)N(C)C(=O)N2C)cc1OC (configuration not stated)	-11%	-3%	0%
CC(C)(C)NC(=O)NCc1cccnc1	2%	-13%	nt
Cc1ccc2nc(-c3ccc(NC(=O)CSc4nc(N)cc(=O)[nH]4)cc3)sc2c1	9%	-4%	nt
COc1cc(C(=O)Nc2c(C)cc(C)cc2C)c(-n2cnnn2)cc1OC	-3%	7%	3%
O=C(O)c1cc(=O)[nH]c2c(Cl)cccc12	6%	0%	4%
COc1ccc(CN2C(=O)c3oc4ccc(F)cc4c(=O)c3C2c2ccc(O)cc2)cc1 (configuration not stated)	nt	-10%	0%
CCN(CC)c1ccc(/C=N/NC(=O)CN2CCCc3ccccc32)cc1	2%	-20%	7%
COc1cc(OC)c(C2NC(=O)CCC2[N+](=O)[O-])cc1OC (configuration not stated)	-7%	2%	nt
O=C(O)C1CC=CCC1C(=O)Nc1ccc(S(=O)(=O)N2CCCc3ccccc32)cc1 (configuration not stated)	1%	1%	2%
O=S1(=O)CC/C(=N\O)c2ccccc21	0%	-3%	2%[56.1 µM]
CCc1ccc(C(=O)Nn2c(C)nc3ccccc3c2=O)cc1	-3%	1%	nt
COc1ccccc1[C@H]1C(c2ccc(F)cc2)=NN(c2ccccc2)[C@@H]1CO	?	0%	-12%[56.1 µM]
CCOCCCN(Cc1ccco1)C(=O)c1cc2c(=O)[nH]c3ccc(C)cc3c2s1	2%	-1%&2%	-2%&4%
Cc1c(N=Cc2cccnc2)c(=O)n(-c2ccccc2)n1C	6%	-9%	0%

# 3 compounds from above with just FEN1 inh:
Molecule	FEN1 inh
COc1ccc(CNC(=O)c2ccc(N3CCCC3)c(NC(=O)NCc3ccc(C)cc3)c2)cc1	-3%
CCN(CC)c1ccc(/C=N/NC(=O)CN2CCCc3ccccc32)cc1	-20%
Cc1ccc2nc(-c3ccc(NC(=O)CSc4nc(N)cc(=O)[nH]4)cc3)sc2c1	-4%

# Remaining list, next part
Structure	N370S GC mod	FEN1 inh	TDP1 block
COc1ccccc1NC(=O)c1ccc(N)cc1	-3%	15%	1%
C/C(CC(=O)Nc1cccc(F)c1)=N\NC(=O)C(=O)NC1CCCCC1	-18%	-7%	4%
COc1ccc(S(=O)(=O)NCCc2nnc3ccc(SCC(=O)Nc4cc(C)on4)nn23)cc1	-4%	14%	4%
COc1cccc(C2CC(c3cccs3)=NN2C(=O)CCC(=O)O)c1OC (configuration not stated)	1%	1%	nt
O=C(COc1cc(F)ccc1[N+](=O)[O-])NCCN1C(=O)CSC1=O	nt	3%	1%
COc1ccc(-c2cc(C(F)(F)F)c(C#N)c(=O)[nH]2)cc1	?	-16%	nt
C/C(=N/NC(=O)c1ccccn1)c1c[nH]c2ccccc12	-2%	-11%	nt
CCOc1ccc(CNC(=S)N/N=C\c2ccc([N+](=O)[O-])cc2)cc1	-6%	-13%	6%
COc1ccc(CNC(=O)C2CCC(CNS(=O)(=O)c3ccc(C)cc3)CC2)cc1 (configuration not stated)	-5%	-2%	nt
Cc1ccc(NC(=O)c2cncc(Br)c2)c([N+](=O)[O-])c1	-24%	-1%	0%
O=C(NCc1ccc(F)cc1)C1CCN(C(=O)c2ccc(-n3ccc4ccccc43)s2)CC1	nt	?	3%
O=C1C2C3CCCC3=C3CCCC3C2C(=O)N1c1ccc(Cl)cc1 (configuration not stated)	3%	-3%&10%	5%
O=C(C1CCCCN1S(=O)(=O)c1ccc(F)cc1)N1CCN(c2ccccc2F)CC1 (configuration not stated)	0%	-11%	0%
COc1ccc(N2CCN(C(=O)CCS(=O)(=O)c3ccc4c(c3)NC(=O)C(C)S4)CC2)cc1 (configuration not stated)	-6%	-2%	4%
O=C(N/C(=C\c1ccc(O)cc1)C(=O)N1CCCCC1)c1ccccc1	-24%	2%	6%

# Going on with the list.
Structure	N370S GC mod	FEN1 inh	TDP1 block
COCCN(C(=O)Cc1cccs1)C(C(=O)NCc1ccc(OC)cc1)c1ccc(C(C)C)cc1 (configuration not stated)	-8%	-22%	-3%
O=C(c1ccccc1Oc1nnnn1-c1ccccc1)N1CCOCC1	2%	-1%	5%
Cc1ccc(C(O)C(=O)c2ccco2)cc1 (configuration not stated)	-1%	9%	1%
O=C(NNC(=O)C12CC3CC(CC(C3)C1)C2)c1cccc(O)c1	-15%	-11%	8%
Cc1ccc(S(=O)(=O)N2CCN(c3nc(-c4ccc(F)cc4)nc4cc(Cl)ccc34)CC2)cc1	nt	12%	2%
O=C(NNC(=O)C1CCN(Cc2ccc(Cl)c(Cl)c2)CC1)c1cccs1	12%	2%	8%
COc1ccc(CNC(=O)Cn2c(=O)c3cccn3c3cccnc32)cc1	nt	6%	3%
O=C(NC1=NCCS1)c1cc(-c2cccc(Br)c2)nc2ccccc12	8%	-8%	5%
CC(=O)Nc1c(C(=O)c2ccccc2)oc2ccccc12	-23%	-14%	-3%
CCNC(=O)CC1C(=O)N(c2ccc(F)cc2)C(=S)N1CCc1ccncc1 (configuration not stated)	4%	2%	1%

# The order is random; about 0.57% have a hit in one of these screens.
